PME-1 primary: PME-1 (human) inhibition; Q9Y570; recombinant PME-1, FP-Rh probe fluorescence polarization; inhibition, % at 5.9 µM; 320,000 tested, 0.53% active;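 active means inhibition above the campaign mean of all compounds plus 3 SD, cut at about 26% in these data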;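 further: competitive labeling of PME-1 active site by serine hydrolase directed probe; 0% = PME-1 with DMSO and 100% = wells lacking PME-1 enzyme; inhibitors block probe labeling so polarization falls and inhibition rises; many of its hits are not listed in these tables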
Bcl-xL primary: inhibitors of human Bcl-xL; inhibition, % at 10.9 µM; Q07817; GST-Bcl-xL / FITC-Bim BH3 peptide fluorescence polarization; 320,000 tested, 0.7% active;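 active means inhibition above the mean of all tested compounds plus 3 SD, cutoff set per campaign, cut at about 30% in these data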;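 further: 0% = DMSO wells and 100% = unlabeled Bim-BH3 peptide competitor; inhibitors lower millipolarization by displacing the labeled peptide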
Target sequence (Q07817 whole entry, looked up): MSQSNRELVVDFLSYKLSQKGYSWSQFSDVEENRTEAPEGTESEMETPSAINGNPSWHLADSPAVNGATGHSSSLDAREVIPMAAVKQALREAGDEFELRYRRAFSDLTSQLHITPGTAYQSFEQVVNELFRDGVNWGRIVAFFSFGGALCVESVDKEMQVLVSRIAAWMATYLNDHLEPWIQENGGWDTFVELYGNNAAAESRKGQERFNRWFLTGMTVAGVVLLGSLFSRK
GLD-1 TGE inh: GLD-1-TGE RNA interaction inhibition (C. elegans). inhibition, % at 5.96 µM. AID 2280. 320,000 tested, 0.44% active. purified GLD-1 + fluorescein TGE RNA, fluorescence polarization. Q17339;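 active means percent inhibition above a per-plate cutoff, the plate mean of test compounds plus 3 SD, cut at about 30% in these data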;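 further: 0% = DMSO wells with GLD-1 and probe and 100% = wells lacking GLD-1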
Target sequence (Q17339 whole entry, looked up): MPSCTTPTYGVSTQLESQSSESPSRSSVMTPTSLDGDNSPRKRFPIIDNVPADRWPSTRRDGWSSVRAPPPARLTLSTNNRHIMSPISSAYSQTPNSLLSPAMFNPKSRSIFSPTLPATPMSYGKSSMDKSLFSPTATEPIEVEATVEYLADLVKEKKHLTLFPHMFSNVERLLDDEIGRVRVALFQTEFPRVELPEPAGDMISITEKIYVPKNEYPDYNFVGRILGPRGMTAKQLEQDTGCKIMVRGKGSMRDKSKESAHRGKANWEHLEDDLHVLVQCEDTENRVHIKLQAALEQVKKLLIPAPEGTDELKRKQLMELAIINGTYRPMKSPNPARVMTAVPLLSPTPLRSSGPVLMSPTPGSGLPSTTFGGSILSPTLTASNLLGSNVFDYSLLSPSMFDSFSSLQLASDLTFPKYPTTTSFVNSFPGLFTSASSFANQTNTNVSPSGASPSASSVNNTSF
TPT1 inh: inhibitors of Candida albicans tRNA 2'-phosphotransferase TPT1; recombinant caTPT1, FP RNA substrate dephosphorylation; inhibition, % at 5 µM; 300,000 tested, 0.81% active;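 active means inhibition above the mean of all tested compounds plus 3 SD, set per screening campaign, cut at about 24% in these data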;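 further: plate controls were DMSO alone for no effect and ferristatin control at 100 nM for full effect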
PAD4 FP inh: blocks human protein arginine deiminase 4; Q9UM07; recombinant PAD4, RCA probe fluorescence polarization; inhibition, % at 6.36 µM; 330,000 tested, 0.41% active; AID 485272;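 active means percent inhibition above a cutoff equal to the mean of all tested compounds plus 3 SD, cut at about 15% in these data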;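 further: 0% = PAD4 with RCA probe and DMSO and 100% = probe without PAD4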
MCL1 BIM primary: inhibitors of human MCL1 binding to BIM-BH3 peptide; GST-MCL1 / FITC-Bim-BH3 fluorescence polarization; 320,000 tested, 0.68% active; inhibition, % at 10.9 µM; Q07820;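 active means inhibition above the mean inhibition of all tested compounds plus 3 SD, set per campaign, cut at about 40% in these data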;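 further: 0% = DMSO wells and 100% = unlabeled Bim-BH3 peptide control; higher means more loss of mP so more displacement of Bim peptide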
Target sequence (Q07820 whole entry, looked up): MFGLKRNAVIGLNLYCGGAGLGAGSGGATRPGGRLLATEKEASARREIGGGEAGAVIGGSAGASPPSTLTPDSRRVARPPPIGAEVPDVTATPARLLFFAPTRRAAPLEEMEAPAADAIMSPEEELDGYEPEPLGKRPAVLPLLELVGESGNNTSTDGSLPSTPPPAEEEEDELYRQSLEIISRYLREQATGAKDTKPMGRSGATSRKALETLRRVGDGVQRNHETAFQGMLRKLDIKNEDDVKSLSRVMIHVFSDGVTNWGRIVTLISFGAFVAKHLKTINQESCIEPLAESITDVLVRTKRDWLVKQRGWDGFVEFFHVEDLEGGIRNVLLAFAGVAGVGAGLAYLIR
GSTO1 counter: blocks human GSTO1 in RBBP9 counter-screen | recombinant GSTO1, activity-based probe fluorescence polarization | inhibition, % at 5.96 µM | 300,000 tested, 1.1% active | AID 1974;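 active means inhibition above the campaign mean inhibition plus 3 SD, cut at about 35% in these data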;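 further: 0% = GSTO1-1 with DMSO and 100% = wells lacking GSTO1-1 enzyme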
MEX-5 binding: C. elegans MEX-5 TCR-2 RNA binding activity; activity score (negative = inhibition of binding), % at 10 µM; MEX-5/FITC-TCR2 RNA binding, fluorescence polarization; stronger effect = lower value; Q9XUB2; 300,000 tested, 0.38% active;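 active means inhibition past about -25% in most replicates, and total fluorescence under double the plate's negative control median, limit read from the data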;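 further: 0% = DMSO and -100% = 5 µM competing unlabeled TCR2 RNA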
Fam108B inh: counter-screen for RBBP9 inhibitors: inhibitors of mouse Fam108B; recombinant Fam108B, FP-Rh probe fluorescence polarization; inhibition, % at 9.51 µM; 300,000 tested, 0.33% active; AID 1947;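 active means inhibition above the screen mean inhibition plus 3 SD, computed separately per campaign, cut at about 18% in these data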;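 further: inhibitors lower polarization as less probe binds the enzyme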
* hit, by the source's call; / = no result given. These rows are one share of the data; the hit share may differ from the screen's.

Values in the order: PME-1 primary	Bcl-xL primary	GLD-1 TGE inh	TPT1 inh	PAD4 FP inh	MCL1 BIM primary	GSTO1 counter	MEX-5 binding	Fam108B inh
- CCCCc1sc(-c2c(C#N)c(N)nc3c2CCCCC3)cc1[N+](=O)[O-]
 : 0	3	7	-1	-1	-2	5	-1.5	-2
- Cc1cc(C(=O)NNc2cc(Cl)ccc2Cl)no1
 : -2	2	-2	-2	-2	-1	1	3.1	2
- COC(=O)COc1cccc(NS(=O)(=O)c2cccc([N+](=O)[O-])c2)c1
 : 0	3	5	1	-5	1	7	2.2	-1
- CCCc1c(O)nc(SCC(=O)NCCc2ccc(OC)c(OC)c2)[nH]c1=O
 : -2	3	2	2	1	4	0	-1.0	0
- Cc1cc(=O)[nH]c(N/N=C/c2c[nH]c3ccccc23)n1
 : 1	-4	3	2	-1	0	3	-6.2	6
- O=C(O)CCC(=O)N1CCN(c2nc(-c3ccccc3Cl)c3cc(Br)ccc3n2)CC1
 : 4	-1	2	-5	-5	-5	3	-0.3	-2
- COc1ccc(C)cc1-n1nnnc1SCC(=O)NC1CC1
 : 3	3	7	/	-1	-2	/	/	/
- CSCCC(NC(=O)c1ccccc1Cl)C(=O)NNC(=O)c1csc(N2CCOCC2)n1 (configuration not stated)
 : -3	1	1	3	-3	1	11	-0.1	-7
- COc1ccc(NC(=O)C2CCCCN2N)cc1OCC(C)C (configuration not stated)
 : -1	-5	-2	-2	-1	-5	-1	-0.1	-1
- CC1=CC(C)(C)N(C(=O)CCl)c2ccccc21
 : -11	0	-1	4	4	-2	65*	0.1	-2
- Cc1ccccc1NCc1ccc([N+](=O)[O-])s1
 : -3	-2	-6	-2	-7	3	6	0.4	0
- CC(=O)Nc1nnc(SCC(=O)Nc2ccc(N3CCOCC3)c(Cl)c2)s1
 : -2	-21	-2	-3	2	-25	-13	-0.7	-5
- N/C(=N\OC(=O)c1ccc(=O)n(Cc2ccc(Cl)cc2)c1)c1ccccn1
 : 0	-3	5	2	-9	3	1	0.5	-1
- CCN(CC)C(=O)CSc1ncccc1-c1nc2ccccc2[nH]1
 : -8	-11	-7	-4	4	1	3	1.3	1
- O=C1C2C3CCCC3=C3CCCC3C2C(=O)N1c1ccc(F)cc1 (configuration not stated)
 : -3	6	12	-7	-4	5	1	-3.0	0
- O=c1[nH]c(CN2CCN(S(=O)(=O)c3ccc4ccccc4c3)CC2)nc2ccccc12
 : 4	3	-1	-2	-7	-2	3	-1.8	-3
- Cc1ccc(N2CC(NC(=O)N3CCN(C(=O)c4ccco4)CC3)CC2=O)cc1 (configuration not stated)
 : -3	-1	-3	4	-12	-3	-2	0.8	-3
- NC(=O)C1CCN(CC(=O)Nc2ccccn2)CC1
 : 2	7	-6	-3	-3	2	-4	0.0	0
- Nc1c(Cl)cc2c(c1Oc1ccccc1)C(=O)c1ccccc1C2=O
 : 10	-15	0	25*	0	-33	-4	-16	11
- CC1CCN(C(=O)CSc2nc3ccccc3c(=O)[nH]2)CC1
 : 0	2	-1	1	-6	-2	-6	-0.3	1
- O=C(Nc1nnc(-c2ccccc2)o1)c1nc2ccccc2s1
 : -2	4	5	0	-4	9	-14	-0.4	-1
- O=C1CN(C(=O)CSc2nc3c(cnn3-c3ccccc3)c(=O)[nH]2)c2ccccc2N1
 : 3	0	0	/	5	2	/	/	/
- O=C(NCc1ccc2c(c1)OCO2)c1ccc(Br)o1
 : 1	2	-1	2	-4	-5	-4	-0.7	-3
- CN(CC(=O)Nc1ccc(F)c(F)c1F)C(=O)Cn1cnc2c1c(=O)n(C)c(=O)n2C
 : 0	-3	-1	/	1	-4	/	/	/
- COc1cc(CCC(=O)OCC(=O)Nc2ccc3c(c2)OCO3)cc(OC)c1OC
 : -1	-2	10	-1	3	-5	7	0.1	2
- CCOC(=O)c1c(C)nc2c3ccccc3ccn12
 : -8	10	-9	5	9	10	5	-1.1	-1
- O=S(=O)(c1ccccc1)c1nc(-c2ccccc2)oc1N1CCCC1
 : -1	5	5	-3	7	-3	5	0.1	-1
- CC(=O)Nc1ccc(S(=O)(=O)N2CCN(CCc3ccccc3)CC2)cc1
 : -10	4	-1	0	-4	-11	10	-1.3	0
- O=C(O)C12CC3CC(C1)CC(n1ncc(N4CCN(c5ccccc5)CC4)c(Cl)c1=O)(C3)C2
 : 2	1	7	-3	-3	6	0	1.4	0
- O=C(COC(=O)C1CCN(S(=O)(=O)c2cccs2)CC1)Nc1ccccc1
 : 0	-2	-9	8	-2	-6	8	-2.3	-2
- COc1ccc(C2=CC(=O)OC3(CCCCC3)O2)cc1
 : 0	1	-6	-1	0	2	-4	0.4	3
- COc1ccc(C(CNC(=O)c2cccc(N(C)C)c2)N2CCCC2)cc1 (configuration not stated)
 : -3	1	-2	4	0	-1	6	2.4	1
- O=C(/C=C/c1cccc(Cl)c1)NCc1ccncc1
 : -1	0	5	-1	2	-3	-6	0.5	-3
- C=CCN1C2CCCC1CC(NC(=O)Nc1cccc(C(C)=O)c1)C2 (configuration not stated)
 : -2	3	3	-2	1	1	1	-3.1	0
- CN(C)CCN(C(=O)c1cccc(N2C(=O)CCC2=O)c1)c1nc2ccc(Br)cc2s1
 : 1	-1	-6	-2	-2	-5	2	3.4	1
- CC(=O)Nc1ccc(C(=O)OCCC(C)C)cc1
 : -5	5	-6	-1	-6	-1	17	1.0	1
- O=C(COC(=O)c1ccc(Cl)nc1)Nc1cc(S(=O)(=O)N2CCCCC2)ccc1Cl
 : 23	-1	-8	0	1	-3	18	-0.5	-5
- Cc1c(Br)c(C(=O)NNC(=O)c2ccc(C(C)(C)C)cc2)nn1C
 : -1	4	4	-3	1	5	3	-0.2	2
- COc1ccc2c(c1)[nH]c1c(N3CCSCC3)ncnc12
 : 0	1	2	2	0	-2	-10	-4.3	2
- Cc1cccn2c(=O)c3cc(C(=O)NCCc4ccccc4)sc3nc12
 : -1	11	2	-2	3	7	-7	0.0	-12

Profiles from above. Order of screens: PME-1 primary | Bcl-xL primary | GLD-1 TGE inh | TPT1 inh | PAD4 FP inh | MCL1 BIM primary | GSTO1 counter | MEX-5 binding | Fam108B inh
CCOC(=O)c1c(C)nc2c3ccccc3ccn12 as listed: -8 | 10 | -9 | 5 | 9 | 10 | 5 | -1.1 | -1
O=C(NCc1ccc2c(c1)OCO2)c1ccc(Br)o1 as listed: 1 | 2 | -1 | 2 | -4 | -5 | -4 | -0.7 | -3
Cc1cccn2c(=O)c3cc(C(=O)NCCc4ccccc4)sc3nc12 as listed: -1 | 11 | 2 | -2 | 3 | 7 | -7 | 0.0 | -12
O=C(Nc1nnc(-c2ccccc2)o1)c1nc2ccccc2s1 as listed: -2 | 4 | 5 | 0 | -4 | 9 | -14 | -0.4 | -1
O=C(O)C12CC3CC(C1)CC(n1ncc(N4CCN(c5ccccc5)CC4)c(Cl)c1=O)(C3)C2 as listed: 2 | 1 | 7 | -3 | -3 | 6 | 0 | 1.4 | 0

Further structures.
Values in the order: PME-1 primary	Bcl-xL primary	GLD-1 TGE inh	TPT1 inh	PAD4 FP inh	MCL1 BIM primary	GSTO1 counter	MEX-5 binding	Fam108B inh
- COC(=O)CNC(=O)C(Cc1ccccc1)NS(=O)(=O)c1ccc2c(c1)c(=O)n(C)c(=O)n2C (configuration not stated)
 : 6	12	0	-5	-1	3	23	-1.4	2
- CCOC(=O)C1=C(C)NC(C)=C(C(=O)OCC)C1C(=O)OCC(N)=O
 : 1	77*	57*	-45	0	110*	-13	2.2	-6
- Oc1ccccc1-c1cc(-c2ccccc2)no1
 : -10	0	3	-5	-1	10	1	1.7	-8
- Cn1cnnc1SCC(=O)Nc1ccc(Cl)cc1
 : -5	5	1	-2	-1	-4	9	1.0	2
- CCOc1cc(C(=O)OCc2ccc(OC)cc2)ccc1OCC(=O)N1CCOCC1
 : 1	2	-1	/	1	2	/	/	/
- CC(NC(=O)c1ccco1)c1cccc2ccccc12 (configuration not stated)
 : -4	8	-7	1	-3	2	0	0.4	-4
- c1ccc(Nc2nc(-c3ccccc3)nc3ccccc23)cc1
 : -15	-3	5	3	-1	0	-14	-4.1	-5
- Cc1ccsc1C(=O)NNC(=O)C1CC=CCC1C(=O)O (configuration not stated)
 : -3	1	3	-5	0	9	-3	2.7	0
- Cc1noc(C)c1S(=O)(=O)Nc1ccc(C(C)C)cc1
 : 3	8	4	0	-2	3	11	-2.5	-4
- CCC(C)N(C(=O)CSc1ncnc2c1cnn2-c1ccccc1)C1CCS(=O)(=O)C1 (configuration not stated)
 : 2	5	25	-4	-2	6	0	-0.3	0
- CC(C)Cc1nc(N2CCCCC2)c(C#N)c2c1CCC2
 : -2	5	-3	-6	5	4	1	0.9	0
- CC(=O)Nc1ccc(S(=O)(=O)Nc2cc([N+](=O)[O-])ccc2C)cc1
 : 1	-5	5	1	-3	-2	6	1.4	1
- CCN(CC(=O)Nc1ccc(OC)cc1)C(=O)COc1cccc2c1OC(C)(C)C2
 : -1	-1	0	2	1	1	3	-0.9	0
- Cc1ccc(S(=O)(=O)CCC(=O)OCC(=O)N(C)C2CCS(=O)(=O)C2)cc1 (configuration not stated)
 : 3	0	2	-1	2	-1	6	0.1	0
- CCN(C(=O)CSc1ncccc1C(=O)OC(C)C)c1cccc(C)c1
 : 5	4	-4	2	-1	7	5	-0.9	3
- CC(=O)N1CCCc2cc(S(=O)(=O)N3CCCC(C(=O)N4CCN(c5cc(C)ccc5C)CC4)C3)ccc21 (configuration not stated)
 : 3	2	0	-3	3	6	1	1.3	5
- CN1COc2ccc3ccccc3c2C1
 : -1	8	3	-4	-5	8	0	-1.0	0
- CCOC(=O)c1cc(-c2ccccc2)n(CC(=O)Nc2cc(OC)cc(OC)c2)c1C
 : -4	-4	4	2	-4	-7	1	-0.4	-9
- Cc1cc(C(=O)Nc2ccccc2C)on1
 : -3	-1	9	2	-2	-10	1	-1.3	0
- CN(C)CCCN(C(=O)CCc1ccccc1)c1nc2ccc(Cl)cc2s1
 : 2	-2	6	2	-6	-1	1	2.4	3

Continued (5 carried over from the part before).
Values in the order: PME-1 primary	Bcl-xL primary	GLD-1 TGE inh	TPT1 inh	PAD4 FP inh	MCL1 BIM primary	GSTO1 counter	MEX-5 binding	Fam108B inh
- CC(=O)N1CCCc2cc(S(=O)(=O)N3CCCC(C(=O)N4CCN(c5cc(C)ccc5C)CC4)C3)ccc21 (configuration not stated)
 : 3	2	0	-3	3	6	1	1.3	5
- CN1COc2ccc3ccccc3c2C1
 : -1	8	3	-4	-5	8	0	-1.0	0
- CCOC(=O)c1cc(-c2ccccc2)n(CC(=O)Nc2cc(OC)cc(OC)c2)c1C
 : -4	-4	4	2	-4	-7	1	-0.4	-9
- Cc1cc(C(=O)Nc2ccccc2C)on1
 : -3	-1	9	2	-2	-10	1	-1.3	0
- CN(C)CCCN(C(=O)CCc1ccccc1)c1nc2ccc(Cl)cc2s1
 : 2	-2	6	2	-6	-1	1	2.4	3
- CN1CCN(C(=O)C2=C[C@@H](C3CC3)C[C@@H](OCc3ccc(CO)cc3)O2)CC1
 : 0	1	6	-1	-2	1	-4	0.6	-1
- C=CCn1c(N)cc(=O)nc1SCC(=O)Nc1cccc2ccccc12
 : 8	4	-5	-4	-4	5	12	-0.7	10
- O=C(CSc1ccccc1)Nc1ccc(N2CCOCC2)cc1
 : 5	2	3	0	2	2	32	-0.9	2
- C(=C\c1ccccc1)/CSc1nnc(-c2cccnc2)n1Cc1ccco1
 : 6	1	2	3	4	1	0	0.5	7

Screening data as filed in PubChem BioAssay.
